Screening data deposited in PubChem by several laboratories.
SF1 activator: activates the human nuclear receptor SF-1; Q13285; CHO-K1 Gal4-SF-1 LBD luciferase reporter; % increase over DMSO SF-1-specific signal; activation, % at 10 µM; 65,000 tested, 1.9% active; AID 522;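 active means activation above the mean activation of all tested compounds plus 3 SD, cut at about 50% in these data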
Target sequence (Q13285 whole entry, looked up, the tested form may be a part): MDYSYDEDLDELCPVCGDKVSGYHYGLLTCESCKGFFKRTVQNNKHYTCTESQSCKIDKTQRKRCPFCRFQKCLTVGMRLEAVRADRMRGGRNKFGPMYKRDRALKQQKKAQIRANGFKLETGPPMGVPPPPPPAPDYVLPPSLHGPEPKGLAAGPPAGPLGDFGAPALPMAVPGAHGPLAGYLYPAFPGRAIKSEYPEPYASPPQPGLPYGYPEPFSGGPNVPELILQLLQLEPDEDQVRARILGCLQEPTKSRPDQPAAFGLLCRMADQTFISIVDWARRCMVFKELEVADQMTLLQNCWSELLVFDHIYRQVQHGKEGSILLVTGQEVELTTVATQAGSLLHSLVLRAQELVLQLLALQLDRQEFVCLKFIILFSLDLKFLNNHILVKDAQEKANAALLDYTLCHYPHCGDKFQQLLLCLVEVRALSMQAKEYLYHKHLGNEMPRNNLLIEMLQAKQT
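Material: CHO-K1 cells with Gal4–hSF-1 LBD chimera plus Gal4-driven luciferase / Input: 4,000 CHO-K1 cells per well / Incubation: compound exposure 20 h at 37 °C / Signal: luminescence read 15 min after SteadyLite luciferase reagent, after room-temperature equilibration / Read-out: percent activation versus DMSO / Benchmarks: DMSO negative control and −SF1 background wells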
Ecoli tolC: E. coli tolC mutant growth inhibition; E. coli BW25113 tolC mutant growth, OD615; growth inhibition, % at 10 µM (by protocol); 65,000 tested, 2.2% active;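 active means growth inhibition at or above a cutoff equal to the mean over every tested compound plus 3 SD, cut at about 60% in these data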;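 further: growth measured after 20 h incubation at 37 °C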
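Assay system: tolC-deleted E. coli BW25113. Medium: kanamycin-containing LB broth (50 µg/mL). Dosing: 10 µM final, single dose. Timing: bacterial growth with compound for 20 h at 37 °C. Detection: A615 absorbance measurement. Read-out basis: growth inhibition in percent.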
RORa activator: activates the human nuclear receptor RORA. P35398. CHO-K1 Gal4-RORA LBD luciferase reporter, luminescence; percent increase over mock-subtracted basal signal. activation, % at 10 µM. 65,000 tested, 1.5% active;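 active means activation above the mean of all tested compounds plus 3 SD, cut at about 49% in these data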;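 further: 0% = DMSO-treated RORA cells and 100% = added signal equal to DMSO minus mock-transfected cells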
5-HT1A blocker: blocks the human serotonin 5-HT1a receptor | P08908 | CHO 5-HT1a Ga15 NFAT-bla reporter, antagonist mode | inhibition, % at 10 µM | 62,000 tested, 0.68% active | AID 612;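 active means inhibition above the mean of all tested compounds plus 3 SD, cut at about 43% in these data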;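 further: receptor stimulated by 5-CT agonist at 100 nM near EC80; beta-lactamase reporter measured by ratiometric fluorescence of a cleavable substrate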
MMP13 inh: MMP13 (human) collagenase inhibition; inhibition, % at 4 µM; 65,000 tested, 0.07% active; P45452; MMP-13 fTHP FRET cleavage, Mca fluorescence;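 active means inhibition above the mean of compound-free control plate wells plus 3 SD, cut at about 14% in these data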;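 further: 0% = DMSO wells and 100% = wells with reference MMP-13 inhibitor after basal subtraction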
NADH enzymes: blocks coupling enzymes of NAD/NADH assays | coupled PK/LDH NADH assays, four targets | IC50, µM (doses to about 10 µM), for the others: top-dose inhibition | 65,000 tested, 0.02% active | AID 774;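 active means single-dose screening hits from any of four coupled enzyme assays that gave an IC50 when retested across doses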;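 further: the DPM-DC format reads NADH fluorescence rather than 340 nm absorbance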
HTR1A agonist: activates the human 5-HT1a serotonin receptor; activation, % at 10 µM; AID 567; CHO 5-HT1a Ga15 NFAT-bla reporter, FRET ratio; 0% basal, 100% maximal reference agonist; P08908; 65,000 tested, 0.56% active;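 active means activation above the screen-wide mean activation plus 3 SD, cut at about 19% in these data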;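 further: 0% = DMSO wells and 100% = 5-CT at EC100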
5HT1E ag: agonists of human 5-HT1E serotonin receptor | activation, % at 6 µM | CHO 5-HT1E Ga15 NFAT-bla reporter, FRET; 0% DMSO wells, 100% control agonist wells | 65,000 tested, 0.69% active;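 active means activation above a set limit, the screen-wide mean activation plus 3 SD, cut at about 8.5% in these data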;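 further: 100% = positive control agonist at 1 µM giving full maximal response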
Target sequence (P28566 whole entry, looked up): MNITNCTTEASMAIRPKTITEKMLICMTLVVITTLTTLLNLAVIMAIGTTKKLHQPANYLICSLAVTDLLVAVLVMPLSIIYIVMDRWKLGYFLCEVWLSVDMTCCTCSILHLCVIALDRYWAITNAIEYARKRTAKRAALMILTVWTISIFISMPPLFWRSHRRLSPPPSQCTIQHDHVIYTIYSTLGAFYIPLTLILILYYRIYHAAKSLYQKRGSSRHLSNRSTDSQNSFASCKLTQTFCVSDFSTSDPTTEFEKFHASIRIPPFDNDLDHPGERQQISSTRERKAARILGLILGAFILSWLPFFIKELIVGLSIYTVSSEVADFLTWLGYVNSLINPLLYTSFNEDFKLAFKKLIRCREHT
HTR1E antagonist: 5-HT1E (human) receptor antagonism; P28566; CHO 5-HT1E Ga15 NFAT-bla reporter, FRET, antagonist; inhibition, % at 6 µM; 65,000 tested, 0.99% active; AID 571;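 active means inhibition above a set limit, the mean inhibition across every tested compound plus 3 SD, cut at about 29% in these data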;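 further: signal is the 460 over 535 nm emission ratio of beta-lactamase substrate; 0% = agonist plus DMSO wells and 100% = wells without agonist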
Active calls of the source: *; nt = no result given; [ ] = remark or other dose. Rows are unselected, and some 7.2% of all compounds hit somewhere here.

SMILES	SF1 activator	Ecoli tolC	RORa activator	5-HT1A blocker	MMP13 inh	NADH enzymes	HTR1A agonist	5HT1E ag	HTR1E antagonist
CC(NS(=O)(=O)c1ccc(Cl)cc1)C(c1cccs1)N1CCN(C)CC1 (centres undefined)	10	-4	1	10	0	5%	-2.9	-0.9	5
COc1ccc(/C(C)=N\n2cnnc2)cc1	10	-10	-2	-14	3	0%	-1.6	0.3	4
CSC1=N/C(=C\c2ccc(C)o2)C(=O)S1	-10	-4	-17	-8	8	8%	-1.2	-1.0	-11
O=C(CCc1ccccc1)Nc1nc2ccc(S(=O)(=O)N3CCOCC3)cc2s1	-22	2	-1	-9	1	4%	-0.3	1.1	-4
O=C(Nc1ccc2nn(-c3ccccc3)nc2c1)c1cccnc1	61*	-4	46	-2	-19	4%	-3.0	-0.6	16
Cc1cc(C)n(CC(O)COCc2ccco2)n1 (centres undefined)	-15	-18	7	-2	-6	5%	-3.0	-0.1	-6
COc1ccc2c(c1)c(C(=O)N1CCN(C)CC1)c(C)n2-c1ccccc1	7	-8	3	-1	5	3%	-2.4	-1.1	5
Cc1csc(C(C#N)C(=O)c2ccc(S(=O)(=O)N3CCCC3)cc2)n1 (centres undefined)	-8	6	-8	-13	3	8%	0.5	1.1	1
O=S1(=O)N=C(Nc2nc3c(s2)CCCC3)c2ccccc21	51*	2	96*	14	-1	1%	-3.2	0.8	-1
COc1ccc(NC(=O)C2C3C=CC(C3)C2C(=O)NCc2ccco2)cc1 (centres undefined)	0	-4	-4	-5	-1	6%	-1.3	0.0	-7
O=C(CN1C2=NCCCN2c2ccccc21)c1ccc(Br)s1	-8	-3	-2	11	0	8%	-3.3	0.6	-3
CC(C)c1ccc(OCc2nc(-c3ccccn3)no2)c(Br)c1	28	96*	20	-20	-9	4%	4.7	0.7	-13
Cc1ccc(-c2cc(C(=O)NCc3ccco3)c3ccccc3n2)o1	-13	14	-18	11	-61[fluorescence artefact?]	9%[fluoresces]	0.7	-0.4	-13
O=C(CSc1ncnc2c1oc1ccccc12)Nc1ccccc1C(F)(F)F	-3	0	1	-10	4	1%	-0.3	1.5	4
COc1ccc(CCNc2oc(-c3ccco3)nc2C#N)cc1	3	35	-5	6	-89[fluorescence artefact?]	6%	-5.4	-0.7	5
CS(=O)(=O)N(CC(=O)NC1CCCC1)c1ccc2c(c1)OCCO2	0	-24	-8	3	-4	6%	0.9	-0.8	0
Oc1c(C(c2ccco2)N2CCN(C(c3ccccc3)c3ccccc3)CC2)sc2ncnn12 (centres undefined)	30	64*	9	31	5	4%	-7.5	-0.9	-9
c1ccc(-c2nc(N3CCN(c4ccccc4)CC3)nc(-n3ccnc3)n2)cc1	-13	17	-26	20	9	6%	-1.6	1.0	-21
Cc1[nH]c2ccccc2c1-c1nc2ccccc2[nH]1	14	11	-14	30	-21	6%	-0.7	1.0	9
O=C(CSc1nc2c(c(=O)n1-c1ccc(Cl)cc1)SCC2)N1CCCC1	13	-1	19	8	0	4%	2.4	0.1	6
Cn1c(=O)n(CCC(=O)O)c2ccccc21	-4	-1	-23	nt	-1	3%	2.5	0.1	-22
CC(C)CCN1C(=O)c2ccc(C(=O)NCc3ccco3)cc2C1=O	6	36	28	0	4	3%	-2.0	-0.4	7
O=C(NCCn1cccc1)c1cccc2ccccc12	3	-13	-10	-10	3	5%	0.3	-0.2	0
Cc1c(C(=O)Nc2ccccc2Cl)oc2ccc(S(=O)(=O)N3CCC4(CC3)OCCO4)cc12	35	-18	-7	-6	1	12%	2.7	1.5	-3
O=C(CSc1nc(-c2ccccc2Cl)ns1)NCc1ccco1	-13	18	5	6	2	8%	6.3	-0.6	21
COc1cc(S(=O)(=O)N2CCCC3(CCCCC3)C2)ccc1-n1cnnn1	18	0	-9	8	2	3%	2.2	-0.1	6
COC(=O)c1ccc(CSc2nnc(N)s2)cc1	24	4	19	-14	-4	5%	-3.6	0.3	-7
CCOC(=O)c1cccc(NC(=O)CSc2nnc(C)n2Cc2ccccc2)c1	-3	12	-6	3	0	3%	0.6	0.4	7
CCN(CC)C(=O)c1n[nH]c(=O)c2ccccc12	-7	-2	-10	-3	0	3%	-3.7	0.2	-11
COc1ccc(C2C=C(c3ccccc3)Nc3nc(CCCO)nn32)cc1 (centres undefined)	-15	-4	0	13	-371[fluorescence artefact?]	9%[fluoresces]	-1.8	-0.4	24
COC(=O)c1ccccc1NC(=O)CC#N	0	-2	20	-4	3	2%	0.2	1.4	-11
Cc1cnc(NC(=O)CSc2nnc(Cc3ccccc3)o2)s1	6	-8	-15	-14	2	3%	1.1	-0.2	-9
COc1ccc(CNC(=O)CN(CC2CCCO2)C(=O)CNS(=O)(=O)c2ccc(F)cc2)cc1 (centres undefined)	15	-16	-20	8	1	9%	-4.9	-0.7	0
O=C(CSc1ncnc2c1nnn2-c1ccc(F)cc1)NCC1CCCO1 (centres undefined)	-45	8	-5	11	0	3%	-1.2	-0.7	7
CCN(CC)C(=O)CSc1nc2ccccc2c(=O)n1-c1cccc(OC)c1	-3	10	-34	1	-10	6%	0.6	-0.1	20
COc1ccc(O)c(C2NC(CC(C)C)(C(=O)O)C3C(=O)N(Cc4ccccc4)C(=O)C23)c1 (centres undefined)	10	-16	-24	7	5	8%	-2.4	-0.3	-10
C=CCN1C(=O)C(CC(=O)NCC)SC1=Nc1ccc(S(N)(=O)=O)cc1 (centres undefined)	6	-15	-4	-9	-8	3%	-1.9	-0.3	-10
COC(=O)CSC1=C(C#N)C(c2ccccc2F)CC(=O)N1 (centres undefined)	-2	1	-2	-7	6	10%	-1.7	0.8	0
CCC(=O)Nc1ccc2oc(-c3ccccc3Br)nc2c1	20	-3	28	-1	-19	7%	1.6	0.4	0
CCOC(=O)c1cccc(NC(=O)CSc2nc3ccccc3c(=O)n2CC)c1	11	-9	-7	-5	-1	3%	-1.9	0.0	-3
CCCCn1c(N2CCC(Cc3ccccc3)CC2)nc2c1c(=O)[nH]c(=O)n2C	2	100*	26	-14	2	5%	3.3	2.3	-4
CCc1ccc(-c2nc(CS(=O)CC(=O)NCc3cccnc3)c(C)o2)cc1 (centres undefined)	-22	-30	-4	6	3	4%	-3.5	-0.1	11
COc1ccc2oc(=O)c(C(=O)N3CCN(C45CC6CC(CC(C6)C4)C5)CC3)cc2c1	-4	-1	34	8	3	5%[fluoresces]	-2.0	-0.6	-5
Cc1ccc(Cn2nnc(C(=O)Nc3cc(C)ccc3C)c2N)cc1	0	-1	-14	13	3	5%	-1.4	0.5	12
CCOC(=O)c1csc(NC(=O)c2ccccc2)n1	63*	20	79*	16	0	0%	-2.2	-0.1	7
Brc1ccc(C2=Nn3c(nnc3-c3ccncc3)SC2)cc1	1	3	-12	11	7	2%	-3.8	-0.5	1
CCn1ccc(C(=O)Nc2ccc(S(=O)(=O)Nc3ccccc3OC)cc2)n1	0	14	14	-9	0	7%	-4.8	0.1	-7
CCNC(=O)CN(c1ccc(OC)c(OC)c1)S(=O)(=O)c1ccccc1	-6	-6	-8	-4	1	0%	-4.5	0.1	-3
Cc1onc(-c2ccccc2Cl)c1C(=O)Nc1ccc(-n2nncc2-c2ccco2)cc1	-15	44	0	16	-2	3%	-0.4	-0.3	-2
CCOCCn1c(CN(C)Cc2ccccc2)nc2c1c(=O)n(C)c(=O)n2C	2	-12	0	9	7	1%	-1.4	0.3	-7
(list continues)
SMILES	SF1 activator	Ecoli tolC	RORa activator	5-HT1A blocker	MMP13 inh	NADH enzymes	HTR1A agonist	5HT1E ag	HTR1E antagonist
COc1ccccc1N1CCN(C(=O)c2ccoc2C)CC1	5	-12	-7	2	7	9%	-5.6	2.3	-1
CCOC(=O)N1CCC(N2C(=O)c3ccc(C(=O)Nc4ccc(F)cc4F)cc3C2=O)CC1	6	14	24	2	2	3%	-2.1	0.1	-6
CCCN1C(=O)SC(CC(=O)Nc2ccc(Br)cc2)C1=O (centres undefined)	-1	37	1	10	3	3%	-0.8	-0.3	-5
Cn1c(C(=O)O)c(CC(=O)Nc2ccc3c(c2)OCCO3)c2ccccc21	-6	13	8	6	-1	4%	0.6	0.0	-8
N#Cc1nc(-c2ccccc2Cl)oc1NCC1CCCO1 (centres undefined)	22	11	28	-23	-18	6%	-2.1	0.8	7
O=C(Cn1c(NCCO)nc2ccccc21)c1ccco1	-1	0	-18	10	1	7%	0.8	0.5	0
CCOC(=O)c1sc(=S)n(-c2cc(F)ccc2F)c1N	-11	3	-8	30	6	1%	-1.5	-1.2	28
CCOC(=O)N1CCN(c2c(NCCCOC(C)C)c(=O)c2=O)CC1	-2	-12	-15	-9	-3	3%	-3.9	0.0	-5
O=C1c2ccccc2C(=O)N1CNc1ccccc1	-2	-20	-17	1	0	2%	-1.8	-0.1	2
O=C(O)CCC(=O)Nc1ccc(Br)cn1	12	-25	-9	6	-1	8%	-0.9	0.4	2

Only HTR1A agonist, for some of the entries so far:
canonical_smiles	HTR1A agonist
CCOC(=O)N1CCN(c2c(NCCCOC(C)C)c(=O)c2=O)CC1	-3.9
O=C1c2ccccc2C(=O)N1CNc1ccccc1	-1.8
O=C(O)CCC(=O)Nc1ccc(Br)cn1	-0.9

The list goes on.
SMILES	SF1 activator	Ecoli tolC	RORa activator	5-HT1A blocker	MMP13 inh	NADH enzymes	HTR1A agonist	5HT1E ag	HTR1E antagonist
O=C(NCc1cccnc1)c1cccc(NC(=O)c2ccco2)c1	-1	11	-19	-12	1	9%	-1.7	0.0	2
O=C(c1nnc(-c2ccncc2)o1)c1ccccc1Cl	6	-15	-10	-2	2	5%	-4.3	-0.8	-6
Cc1ccsc1-c1nc(CSCC(=O)N2CCN(c3ccccc3)CC2)c(C)o1	-2	33	11	10	-8	5%	-0.6	0.1	3
CCC1=Nc2ccccc2-c2nnc(SC)nc2O1	-1	14	0	5	3	6%	0.2	0.0	3
CC(C)N(C)C1CCN(C(=O)Nc2ccc(Cl)c(Cl)c2)CC1	2	-11	10	4	-1	3%	-2.9	-0.8	6
CCOC(=O)c1ccccc1NC(=O)CSc1nc2ccccc2o1	4	30	-9	9	-13	2%	-0.5	-0.4	-2
C=CCn1c(SCc2nc3ccccc3nc2C)nnc1-c1ccoc1C	6	11	3	15	1	13%	-1.9	1.1	10
O=C(CSc1nnc(Cc2ccccc2)n1C1CCCCC1)N1CCOCC1	16	-5	7	0	-4	3%	-1.5	-0.1	2
CCn1nnnc1SCC(=O)c1ccc(NC(C)=O)cc1	2	-10	9	-8	-2	2%	0.2	-0.7	2
CNC(=O)Nc1cccc(NC(=O)NC)n1	11	12	-3	nt	2	4%	-2.3	0.6	-10
Clc1cccc(-c2nn3c(Cn4cnc5ccccc54)nnc3s2)c1	10	9	-15	13	-3	1%	-1.8	0.5	5
Cn1c(NCCCO)nc2c1c(=O)n(Cc1ccccc1F)c(=O)n2C	-7	-20	-12	nt	3	7%	-2.1	-0.4	12
N#Cc1c(/N=C/c2cccs2)sc2c1CCCCC2	-12	23	39	-6	1	1%	-3.5	0.2	-1
